Screens deposited in PubChem BioAssay by National Center for Advancing Translational Sciences (NCATS).
Pol iota inh: DNA polymerase iota (human) inhibition; hit rate 1% among 390,000; AID 588590; Pol iota fluorescent replication assay, 10 min; Potency, µM (series often up to 115 µM), without a hit: top-dose activity, negative = inhibition, hits mostly inhibitors; Q9UNA4
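Pol iota at 10 nM preincubated 15 min with compounds at room temperature; reaction started with fluorescent substrate, 50 nM final. Fluorescence read kinetically at 0 and 10 min; buffer-only wells as negative control.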
Tb PGK inh: T. brucei PGK inhibition; P07378; PGK/GAPDH coupled, Kinase-Glo luminescence, 60 min; Potency, µM (titrated, usually from 57.5 µM), inactives show top-dose activity change, negative = inhibition, usual class: inhibitors; hit rate 0.043% among 380,000; AID 602233; note: % is set by controls: 0 for no effect and ±100 for the full control effect; nearly all actives have a fitted effect of over 60% in size
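Recombinant glycosomal PGK reaction used 1,3-bisphosphoglycerate generated in-well by GAPDH (100nM final) in 100mM TEA pH 7.6, 5mM MgCl2, 0.01% Tween-20. After 60 minutes at room temperature, ATP was read by Kinase-Glo Plus luminescence end-point.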
G9a block: G9a (human) methyltransferase inhibition | Q96KQ7 | G9a H3K9 monomethylation, AlphaScreen, 2 h | Potency, µM (highest dose often 102 µM), inactives show at the top dose activity, negative = inhibition, usual class: inhibitors | hit rate 8.8% among 350,000; note: % is set by controls: 0 for no effect and ±100 for the full control effect; nearly all actives have a fitted effect of over 75% in size
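Using a bead-based AlphaScreen, monomethylated H3K9 product from 2 h room-temperature reactions (G9a 20 nM, peptide 500 nM, SAM 20 uM) was detected with 0.5 ug/mL rabbit anti-H3K9me1 antibody.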
BAZ2B inh: blocks human BAZ2B; AlphaScreen BAZ2B-H3K14Ac peptide displacement; Potency, µM (titrated, usually from 114 µM), for inactives: at the highest dose activity change, negative = inhibition, actives largely listed as inhibitors; hit rate 4.4% among 360,000; note: % is set by controls: 0 for no effect and ±100 for the full control effect; nearly all actives have a fitted effect of over 60% in size
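Inhibition is scored as reduced AlphaScreen emission. The BAZ2B/b-H3(5-23)K14Ac complex (50 nM each) in PBS pH 7.4, 0.01% Tween-20 meets compound (up to 110 uM) for 30 min at RT before bead addition.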
JMJD2A Tudor inh: JMJD2A Tudor domain (human) inhibition; O75164; AlphaScreen JMJD2A-Tudor / H3K4me3 peptide binding; Potency, µM (top dose mostly 114 µM), without a hit: at the top dose activity change, negative = inhibition, hits mostly inhibitors; hit rate 4.4% among 390,000; AID 504339; note: % is set by controls: 0 for no effect and ±100 for the full control effect; nearly all actives have a fitted effect of over 50% in size
HP1b chromo inh: blocks HP1-beta chromodomain binding to methylated histone tails; hit rate 0.56% among 390,000; P83916; AlphaScreen HP1-beta / biotin-H3K9me3 peptide binding; Potency, µM (titrated, usually from 114 µM), for inactives: at the highest dose activity change, negative = inhibition, most hits filed as inhibitors; AID 540317; note: nearly all actives have a fitted effect of over 70% in size; inactives centre near 23
Target sequence (P83916 whole entry, looked up): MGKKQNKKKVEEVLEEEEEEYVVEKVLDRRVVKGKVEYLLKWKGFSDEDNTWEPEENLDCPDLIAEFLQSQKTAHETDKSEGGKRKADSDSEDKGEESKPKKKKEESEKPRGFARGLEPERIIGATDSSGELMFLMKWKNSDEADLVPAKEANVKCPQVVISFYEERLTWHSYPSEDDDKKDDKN
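AlphaScreen: HP1-beta (50 nM) preformed 30 min with biotin-H3(1-18)K9me3 peptide (50 nM) in PBS pH 7.4, 0.01% Tween-20. Compound added for 30 min at RT, then streptavidin donor/nickel chelate acceptor beads (10 ug/mL) for 30 min.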
Pin1 inh: human Pin1 inhibition; hit rate 0.009% among 390,000; Potency, µM (titrated, usually from 115 µM), without a hit: at the highest dose activity, negative = inhibition, most hits filed as inhibitors; Pin1 FP peptide displacement, HiFluor488, 10 min; AID 504891; Q13526; active = well fitted inhibition curve with a large enough effect in the polarisation, with a control signal flat, not every such curve was filed as active; inconclusive = small, poorly fitted or top-dose-only effect, or effect the other way, or a change in a side signal; inactive = no such curve, though single readings can be large or run the other way; the % refers to the polarisation; note: % is set by controls: 0 for no effect and ±100 for the full control effect
Target sequence (Q13526 whole entry, looked up): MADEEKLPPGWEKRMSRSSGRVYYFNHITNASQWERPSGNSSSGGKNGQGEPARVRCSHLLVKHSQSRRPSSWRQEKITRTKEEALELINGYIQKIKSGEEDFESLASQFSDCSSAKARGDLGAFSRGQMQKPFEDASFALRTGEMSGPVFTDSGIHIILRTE
GLS inh: blocks human kidney-isoform glutaminase activity | O94925 | hit rate 0.21% among 410,000 | Potency, µM (highest dose often 45.5 µM), inactives show at the top dose activity change, negative = inhibition, hits mostly inhibitors | GLS enzymatic activity, qHTS titration | AID 624170; note: % is set by controls: 0 for no effect and ±100 for the full control effect
Target sequence (O94925 whole entry, looked up, canonical isoform): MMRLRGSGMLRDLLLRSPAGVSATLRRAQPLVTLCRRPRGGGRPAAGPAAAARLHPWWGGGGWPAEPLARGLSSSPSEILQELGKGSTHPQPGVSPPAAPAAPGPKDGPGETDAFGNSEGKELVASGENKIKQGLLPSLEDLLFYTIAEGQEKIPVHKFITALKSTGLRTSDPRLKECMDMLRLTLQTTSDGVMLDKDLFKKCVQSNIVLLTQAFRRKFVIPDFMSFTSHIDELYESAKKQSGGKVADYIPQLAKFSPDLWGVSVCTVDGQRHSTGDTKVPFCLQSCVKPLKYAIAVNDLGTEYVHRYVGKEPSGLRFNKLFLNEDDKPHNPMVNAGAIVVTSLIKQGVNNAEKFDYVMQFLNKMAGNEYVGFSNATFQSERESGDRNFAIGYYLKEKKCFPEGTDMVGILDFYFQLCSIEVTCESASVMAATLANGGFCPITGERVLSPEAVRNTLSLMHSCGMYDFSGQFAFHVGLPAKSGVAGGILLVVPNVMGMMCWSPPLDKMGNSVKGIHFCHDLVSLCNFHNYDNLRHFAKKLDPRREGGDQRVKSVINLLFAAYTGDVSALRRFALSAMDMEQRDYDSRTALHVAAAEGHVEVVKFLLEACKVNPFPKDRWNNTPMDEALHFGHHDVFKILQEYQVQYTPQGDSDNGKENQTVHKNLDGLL
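Compounds were pin-transferred onto hKGA, after which L-glutamine (1 mM solution) and a detection mix of glutamate oxidase, HRP and Amplex Red were added. Initial and 30 min RT fluorescence reads were collected.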
BLM helicase inh: inhibitors of human Bloom syndrome helicase BLM. hit rate 0.2% among 350,000. recombinant BLM DNA unwinding, fluorescence dequenching. P54132. AID 2528. Potency, µM (highest dose often 56.1 µM), without a hit: top-dose activity change, negative = inhibition, most hits filed as inhibitors;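 note: plate controls were vehicle for no effect and no enzyme for full effect; nearly all actives have a fitted effect of over 35% in size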
The depositor's hits bear a star; i = inactive; ? = inconclusive; . = not tested or not shown; & = joins results of further samples; [ ] = another dose, or the depositor's remark. Unless noted, calls come from the whole dose curve; as a rule, active = well fitted curve in the direction sought with a large enough effect; inconclusive = small, poorly fitted or top-dose-only effect, or another doubt; inactive = no such curve, though single readings can be large; an effect the other way counts as inactive or inconclusive. Potency is the fitted concentration of half-maximal effect.

Pol iota inh | GLS inh | BLM helicase inh | JMJD2A Tudor inh | BAZ2B inh | HP1b chromo inh | G9a block | Tb PGK inh | Pin1 inh | molecule
11% | -6% | -4% | -18% | -21% | 30% | -21% | i | 5% | O=C(c1nc2ccccn2c1CN1CCCC(c2nc3ccccc3o2)C1)N1CCCC1 (stereo unspecified)
? | 62%[activator] | 1% | ? | ? | 5% | ? | -8% | . | COc1ccc(N2CCN(C(=O)CSc3nnc(C)c(=O)[nH]3)CC2)cc1
3% | 2% | -4% | -26% | -31% | 0% | 9%[59 µM] | -12% | 0% | COC(=O)Nc1ccccc1C(=O)N1CCC(O)(c2ccc(Cl)cc2)CC1
-1%&-1% | . | . | 18µM* | . | 46%[activator] | . | . | -8% | Nc1nc(=S)c2n[nH]nc2[nH]1
10% | 1% | -2%[12.4 µM] | -19% | -9% | 17% | -33%[59 µM] | -5% | 0% | COC(=O)C1=C(C(=O)OC)[C@@H]2N(Cc3ccccc3)c3ccccc3[C@@]23C[C@@H](C(=O)OC)N(C(=O)COCc2ccccc2)C3=N1
62%[activator] | 20% | -7% | -3% | -2% | 39%[activator] | ? | -4% | 0% | CCN1CCN(C(=S)Nc2cc(S(=O)(=O)N(CC)CC)ccc2C)CC1
15% | 1% | . | 0% | . | 39% | . | -1% | -10% | Cc1nc2ccccc2c2c(N)cccc12
6% | ? | -6% | -16% | 10% | 38%[activator] | 0% | -9% | 10% | COc1ccc(CCCC(=O)N/N=C/c2ccccc2OC)cc1
110%[activator] | 2% | -3% | 32% | 5% | 64%[activator] | -10% | ? | -7% | O=C(CNC(=O)c1ccc(-c2ccccc2)cc1)OCc1ccc(Br)cc1
-3% | -2% | 1% | 3% | 3% | 46%[activator] | 6%[12.7 µM] | -5% | -1% | Cc1cc2nc3n(c2cc1C)CC1CC(C(=O)NCC2CC2)N(C)C31 (stereo unspecified)
-14% | -2% | -7% | -29% | -30% | 24% | -34% | -2% | 9% | Cc1ccc(C(=O)NC(=S)N2CCN(c3ccccc3F)CC2)cc1
1% | 11% | -7% | -15% | -23% | 55%[activator] | -28% | . | ? | COc1ccc(-c2nn(-c3ccccc3)cc2/C=N/O)cc1OC
33%[activator] | 10% | -2% | -12% | -1% | 27% | 21% | -5% | 0% | O=C(NCc1ccccn1)c1ccc(Cl)c(S(=O)(=O)N2CCOCC2)c1
24% | -11% | . | -17% | . | 3% | . | i | 1% | CC(C(=O)Nc1ccc(C#N)cc1)N(C)CC(=O)N(C)c1c(N)n(Cc2ccccc2)c(=O)[nH]c1=O (stereo unspecified)
17% | 7% | 1% | -23% | -4%[57.1 µM] | 31% | ? | 15% | -5% | CCOC(=O)c1c(C)oc2ncnc(N3CCN(c4ccccc4OC)CC3)c12
-3%[58.9 µM] | -2% | -4% | -28% | -9% | ? | ? | -9% | 3% | O=C(NC1CCCCC1)c1cc([N+](=O)[O-])ccc1N1CCCCC1
30% | 12% | -3% | 2% | 10% | 9% | 11% | 2% | 1% | O=C(COc1ccccc1Cl)NCCNC(=O)c1cnccn1
5%[58.9 µM] | -3% | . | -17% | . | -8% | . | -7% | 3% | O=C(Nc1ccccc1)c1ccccc1NC(=O)c1ccccc1[N+](=O)[O-]
-5% | 24% | . | -3% | . | 42%[activator] | . | 0% | 0% | CC[C@H]1C(Nc2ccccc2)C[C@@H]2CCN3C(=O)CC[C@H]1[C@H]23 (stereo partly specified)
-16% | 1% | -3% | 66%[activator] | 32%[activator] | 66%[activator] | 25% | i | 4% | C=CCn1c(-c2ccc(Cl)cc2)ccc(C#N)c1=O
132%[activator] | 14% | 0% | -7% | -19% | 6% | 15%[59 µM] | -1% | 0% | O=C(NCC1OCCc2ccccc21)c1ccc(NC(=O)c2ccccc2Cl)cc1 (stereo unspecified)
4% | 1% | -5% | 13% | 6% | 44%[activator] | 8%[59 µM] | i | ? | CCc1ccc(-c2cc(C)no2)cc1S(=O)(=O)NCc1ccc(OC)cc1
5% | -4% | 1% | -21% | 9% | 18% | -7% | -5% | 5% | CC1CN(Cc2nc3c(c(=O)[nH]c(=O)n3C)n2CC(N)=O)CC(C)O1 (stereo unspecified)
5% | -5% | -7% | -1%[11.4 µM] | 0% | 9% | 3%[59 µM] | -1% | 1% | CCOc1cc(S(=O)(=O)Nc2ccc(Cl)cn2)ccc1Cl
16% | -5% | . | -9% | 3% | 27% | 7%[59 µM] | -1% | 0% | CN(CCOc1ccc(Cl)cc1)C(=O)Cc1ccc(S(=O)(=O)N2CCOCC2)s1

Just Tb PGK inh, BLM helicase inh and GLS inh (2 entries from above):
mol,Tb PGK inh,BLM helicase inh,GLS inh
Cc1ccc(C(=O)NC(=S)N2CCN(c3ccccc3F)CC2)cc1,-2%,-7%,-2%
COc1ccc(-c2nn(-c3ccccc3)cc2/C=N/O)cc1OC,.,-7%,11%

(more compounds)
Pol iota inh | GLS inh | BLM helicase inh | JMJD2A Tudor inh | BAZ2B inh | HP1b chromo inh | G9a block | Tb PGK inh | Pin1 inh | molecule
45%[activator] | 43%[activator] | 2% | -17% | -28% | 8%[57 µM] | -16% | -3% | 0% | COc1ccc(N2CCN(C(=O)CCc3nnc4ccc(N5CCC(C)CC5)nn34)CC2)cc1
24% | 0% | -5% | -12% | -22% | 44%[activator] | 30% | -2% | -12% | Cc1ccc(NC(=O)CN2CCC(NC(=O)Cc3ccccc3)CC2)cc1C
25% | 12% | . | -4% | 19% | 17% | -31% | 2% | -3% | COc1ccccc1-n1ccnc(SCC(=O)NCc2ccccc2Cl)c1=O
-15% | 8% | . | -15% | 2% | 6% | -1% | -6% | 22% | CCCCCN(C(=O)COC(=O)COc1c(C)cc(C)cc1C)c1c(N)n(CCCC)c(=O)[nH]c1=O
1% | 0% | -3% | -32% | 0% | 22% | -7%[59 µM] | -10% | 0% | CC(C)(C)c1cc(NC(=O)c2cccc(S(=O)(=O)N3CCOCC3)c2)no1
-6% | 5% | 0% | -2% | 7% | 38% | 1%[59 µM] | 5% | -10% | S=C(c1cccs1)N1CCCC1
? | 5% | -6% | -21% | 4% | 22% | -4% | 1% | 0% | CCOc1cc(C2NC(=O)NC(C)=C2C(=O)OC(C)CC)cc(Br)c1O (stereo unspecified)
13% | 18% | -1% | -6%[11.4 µM] | -6% | 12% | 49%[12.7 µM] | -2% | -10% | COc1ccccc1NC(=S)NCCc1ccccc1
0% | 19% | 0% | -29% | 3% | 21% | 7%[59 µM] | -5% | -2% | c1ccc2c(NC3=NCCCCS3)cccc2c1
39% | 13% | -2% | -11% | -2% | 18% | 6%[12.7 µM] | -1% | 2% | CCOc1cc(-n2cnnn2)c(OCC)cc1NC(=O)c1cnccn1
? | -12% | -8% | -34% | -5% | -8% | 22%[59 µM] | i | 49%[activator] | CCOC(=O)c1c(NC(=O)C2=C(C)NC(=S)NC2c2ccc(F)cc2)sc(C)c1C (stereo unspecified)
? | -1% | 0% | 6% | -3% | 23% | -23%[59 µM] | i | -2% | Cc1noc(C)c1C(=O)NC1CCCc2ccccc21 (stereo unspecified)
-1% | 0% | . | -16% | 3% | 50%[activator] | 10%[2.33 µM] | 8% | -1% | CN(CC(=O)Nc1ccc(Cl)c(C(F)(F)F)c1)CC(=O)NC1CCCCC1
-16% | 6% | -7% | -8% | -1% | 45%[activator] | 4%[59 µM] | -1% | 1% | C[C@@H]1CC=C[C@H]2[C@H]1C(=O)N(Cc1ccccc1)[C@H]2c1ccc(Br)cc1F
-1% | -7% | . | 1% | . | 55%[activator] | . | -2% | -15% | Cc1noc(C)c1NC(=O)N(C)C[C@H]1Oc2ccc(NC(=O)CCN3CCOCC3)cc2C(=O)N([C@H](C)CO)C[C@@H]1C
1% | 1% | . | -8% | 1% | 36% | 10%[12.7 µM] | -1% | -5% | CC[C@@]12C(=O)N(c3cccc(Br)c3)C(=O)N1[C@H](c1ccc(OC)cc1)[C@@H]1C(=O)N(C(C)(C)C)C(=O)[C@@H]12
-22% | -5% | -4% | -6% | 2% | 20% | . | i | 17% | COc1ccc(C2=NN(CC(=O)Nc3cc(C)ccc3C)C(=O)CC2)cc1
38%[activator] | 0% | -2% | 35µM* | 25µM* | ? | 32µM* | -2% | 3% | CN1CCN(c2ccc(NC(=O)c3ccc(-c4ccc(Br)cc4)o3)cc2)CC1
0% | -5% | . | -3% | -6% | 31% | -31% | -8% | 0% | CCc1noc(C)c1C(=O)N1CCN(S(=O)(=O)c2ccc(Br)cc2Cl)CC1
38%[activator] | 0% | -1% | 0% | -19% | 50%[activator] | -34% | 0% | 5% | Cc1c(C(=O)O)oc2c(F)cccc12
3% | -7% | -3% | -17% | -16% | 12% | ? | 2% | ? | Cc1ccc(NCc2cc3cc4c(cc3n(CC(=O)Nc3ccc(F)cc3F)c2=O)OCCO4)cc1
-3% | 12% | -13% | -10% | -2% | -5% | 35%[activator] | . | 4% | c1cncc(-c2nc3cc4ccccc4cc3[nH]2)c1
-15% | 6% | -8% | ? | ? | 20% | 45µM* | -3% | 4% | O=C(Nc1nc(-c2ccc3c(c2)OCCO3)cs1)C1CCCC1
-16% | -14% | 1% | 1% | -13% | 20% | -9%[59 µM] | 4% | -5% | CCCc1cnc2c(c1SCC(=O)N(C)c1ccccc1)c(=O)n(C)c(=O)n2C
0% | -1% | 7% | -20% | 0% | 41%[activator] | -12%[59 µM] | -7% | 24% | Cc1cc(NC(=O)CSc2nc3c([nH]c4ccccc43)c(=O)n2-c2cccc(C(F)(F)F)c2)no1
103%[activator] | -1% | 4% | 2% | ? | 26% | ? | 0% | -6% | COC(CNc1ncnc2c1cnn2C)OC
17% | 1% | . | -20% | . | 30% | . | -1% | -2% | O=C1N[C@H](Cc2ccccc2)COC(=O)[C@H](Cc2ccc(F)cc2)CC/C=C/C[C@H]1CC(=O)N(CCO)Cc1ccccc1
6% | -1% | -4% | 0% | -9% | 32% | 2%[59 µM] | -10% | 17% | Cc1ccc(NC(=O)CCCn2c(=O)c3cccn3c3cccnc32)cc1C
-13% | 2% | -1% | -6% | 4% | 47%[activator] | 15% | -4% | -13% | Cc1cc(C)c(C)c(S(=O)(=O)NCCCN2CCCC2=O)c1C
3% | -14% | -4% | -25% | 2% | 6% | -13% | 0% | 0% | COC(=O)c1scc(C)c1N/N=C(\C)c1cc(F)c(Cl)cc1F

Some of the compounds tested; rates above refer to the full screens.
